# ALOX15B inhib = qHTS Assay for Inhibitors of 15-hLO-2 (15-human lipoxygenase 2); 110,000 tested, 0.56% active; Potency, µM (series often up to 57.1 µM), inactives show top-dose activity change, negative = inhibition, usual class: inhibitors; Polyunsaturated fatty acid lipoxygenase ALOX15B (Homo sapiens), O15296; purified 15hLO-2, xylenol orange hydroperoxide absorbance; also: potency is read from the fitted curve at half-maximal effect; nearly all actives have a fitted effect of over 60% in size; many of its hits are not listed in these tables
#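 Purified human 15hLO-2 (50 nM final) preincubated with compounds 15 min at room temperature in 25 mM Hepes pH 7.5, 0.01% Triton X-100, then 45 uM arachidonic acid added for 90 min; hydroperoxide detected via ferrous/xylenol orange, 573/405 nm absorbance ratio.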
# PNC inhibitor = High Content Assay for Compounds that inhibit the Assembly of the Perinucleolar Compartment; PC3M PTB-GFP, PNC prevalence imaging, 16 h; hits give low values; AID 2417, 2010; 140,000 tested, 3.1% active; activity change (PNC), negative = inhibition, % at 10 µM;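 active = readout at or below -70, meaning at least 70% loss of cells showing the perinucleolar compartment, a nuclear body marking cancer cells; inconclusive = readout between -30 and a set limit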;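 also: plate controls were DMSO wells for no effect and camptothecin positive control wells for full effect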
#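 Read-out is percentage of cells bearing a perinucleolar compartment, from automated 20x imaging of fixed, Hoechst-stained PC3M PTB-GFP cells. Cells were seeded 4 h, then exposed 16 h to compound (23 nl of library stock) in duplicate plates.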
# 12-hLO inh = qHTS Assay for Inhibitors of 12-hLO (12-human lipoxygenase); Potency, µM (doses to about 57.1 µM), inactives show at the highest dose activity change, negative = inhibition, actives largely listed as inhibitors; purified 12-hLO, xylenol orange hydroperoxide absorbance; Polyunsaturated fatty acid lipoxygenase ALOX12 (Homo sapiens), P18054; 150,000 tested, 0.12% active; also: potency is read from the fitted curve at half-maximal effect; nearly all actives have a fitted effect of over 55% in size; many of its hits are not listed in these tables
# Target sequence (P18054 whole entry, looked up): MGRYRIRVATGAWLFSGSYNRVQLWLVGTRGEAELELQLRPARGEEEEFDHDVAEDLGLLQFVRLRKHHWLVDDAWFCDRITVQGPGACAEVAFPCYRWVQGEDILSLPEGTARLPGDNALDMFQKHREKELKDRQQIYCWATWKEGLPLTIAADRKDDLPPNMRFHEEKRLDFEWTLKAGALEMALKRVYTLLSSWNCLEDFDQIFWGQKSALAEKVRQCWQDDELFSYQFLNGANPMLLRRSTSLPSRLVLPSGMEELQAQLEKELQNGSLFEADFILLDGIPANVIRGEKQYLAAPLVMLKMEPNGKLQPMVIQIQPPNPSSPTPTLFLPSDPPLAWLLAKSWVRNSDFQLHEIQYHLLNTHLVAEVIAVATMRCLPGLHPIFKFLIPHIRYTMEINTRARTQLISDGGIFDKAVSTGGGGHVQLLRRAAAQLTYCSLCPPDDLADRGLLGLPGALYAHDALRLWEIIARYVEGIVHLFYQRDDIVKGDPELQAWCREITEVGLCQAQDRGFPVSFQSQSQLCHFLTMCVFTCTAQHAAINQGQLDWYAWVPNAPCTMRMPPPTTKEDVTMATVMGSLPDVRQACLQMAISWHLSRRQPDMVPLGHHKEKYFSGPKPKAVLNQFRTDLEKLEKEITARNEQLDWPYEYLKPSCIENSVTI
#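 Purified human 12hLO (150 nM final) was preincubated with compounds for 15 min at room temperature in 25 mM Hepes pH 7.0, 0.01% Triton X-100, then reacted with 40 uM arachidonic acid for 30 min. Hydroperoxide was detected with ferrous iron/xylenol orange.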
# IMPase inh = qHTS Assay for Identifying the Cell-Membrane Permeable IMPase Inhibitors; Inositol monophosphatase 1 (Rattus norvegicus), P97697; CHO-M1 cells, IP1 accumulation, HTRF TR-FRET ratio; inhibition (IP1 accumulation), % at 46.1 µM; 120,000 tested, under 10 active; active = well fitted curve in the direction sought with a large enough effect in the signal ratio, not every such curve was filed as active; inconclusive = small, poorly fitted or top-dose-only effect, or a change in a side signal; inactive = no such curve, though single readings can be large or run the other way; the % refers to the signal ratio;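 also: cells stimulated with carbachol in lithium chloride buffer; plate controls were DMSO basal wells for no effect and reference inhibitor wells for full effect; higher means more IMPase inhibition seen as more IP1 and lower FRET ratio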
# Target sequence (P97697 whole entry, looked up): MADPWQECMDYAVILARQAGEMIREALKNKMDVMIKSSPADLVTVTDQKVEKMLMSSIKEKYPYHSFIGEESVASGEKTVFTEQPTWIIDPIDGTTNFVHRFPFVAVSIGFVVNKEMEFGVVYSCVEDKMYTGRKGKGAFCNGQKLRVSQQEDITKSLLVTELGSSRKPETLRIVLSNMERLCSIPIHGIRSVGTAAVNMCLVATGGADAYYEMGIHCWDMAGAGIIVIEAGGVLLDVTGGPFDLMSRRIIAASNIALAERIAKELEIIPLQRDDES
#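 The IP-One HTRF competitive assay in carbachol-stimulated CHO-M1 cells quantifies cellular IP1. Compounds spanned up to 46 uM final, and activity is expressed as AC50 from concentration-response fits of the ratio and donor data.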
# Active calls of the source: *; ? = inconclusive; · = not tested or not shown; [ ] = another dose, or the depositor's remark. Unless noted, calls follow the shape of the dose curve; as a rule, active = well fitted curve in the direction sought with a large enough effect; inconclusive = small, poorly fitted or top-dose-only effect, or another doubt; inactive = no such curve, though single readings can be large; an effect the other way counts as inactive or inconclusive. Unless noted, % is scaled to controls: 0 for no effect and ±100 for the full control effect.
1: COc1ccc(/C=N/NC(=O)C(=O)Nc2ccccn2)cc1OC
2: c1cnn(-c2nc(N3CCOCC3)nc(N3CCOCC3)n2)c1
3: CON/C=C(\C=Nc1ccc(F)cc1)c1ncc(C(F)(F)F)cc1Cl
4: c1ccc(OCc2nc3c4c(ncn3n2)-c2ccccc2CC42CCCC2)cc1
5: Cc1ccc(C(C(=O)NCc2ccco2)N(C(=O)CNC(=O)c2cccs2)c2c(C)cc(C)cc2C)cc1 (centres undefined)
6: CC(NC(=O)c1ccc(NS(C)(=O)=O)cc1)c1ccccc1 (centres undefined)
7: COc1ccc(/C=N/NC(=O)c2ccc3c(c2)OCCO3)cc1[N+](=O)[O-]
8: Cc1ccc(C(=O)Nc2ncc3c(Cl)cccc3n2)cc1
Assay by compound	1	2	3	4	5	6	7	8
ALOX15B inhib	15%	-3%	6%	·	-2%[11.4 µM]	2%[2.29 µM]	·	·
PNC inhibitor	-13	-28	-2	-125*	?	33	-17	?
12-hLO inh	-2%	1%	4%	1%	-4%	-3%	6%	-2%
IMPase inh	1	8	6	·	9[1.84 µM]	1	0	2

# The last 4 entries of the section before are carried over, then new ones follow:
5: Cc1ccc(C(C(=O)NCc2ccco2)N(C(=O)CNC(=O)c2cccs2)c2c(C)cc(C)cc2C)cc1 (centres undefined)
6: CC(NC(=O)c1ccc(NS(C)(=O)=O)cc1)c1ccccc1 (centres undefined)
7: COc1ccc(/C=N/NC(=O)c2ccc3c(c2)OCCO3)cc1[N+](=O)[O-]
8: Cc1ccc(C(=O)Nc2ncc3c(Cl)cccc3n2)cc1
9: O=C(NCc1ccccn1)c1cnc2sccn2c1=O
10: O=C(CSc1nnc(NC(=O)C2CCC2)s1)Nc1ccc(N2CCOCC2)cc1
11: COc1ccc(N2CC(O)=C(c3nc4ccccc4s3)C2=N)cc1
12: CC(C)C(=O)NC(c1ccco1)c1c(O)ccc2ccccc12 (centres undefined)
13: O=C(NC1CC1)c1c[nH]c2ccc(S(=O)(=O)Nc3cccc(C(F)(F)F)c3)cc2c1=O
14: CCc1nnc(NC(=O)C2CCN(c3nc(C)cc(C)n3)CC2)s1
15: O=C(NCCC1=CCCCC1)C1CCN(S(=O)(=O)c2cnc[nH]2)CC1
16: CNC(=O)COc1ncnc2sccc12
Assay by compound	5	6	7	8	9	10	11	12	13	14	15	16
ALOX15B inhib	-2%[11.4 µM]	2%[2.29 µM]	·	·	3%	-19%	1%	-4%	-11%	-6%	4%	6%
PNC inhibitor	?	33	-17	?	-27	4	24	-10	37	-3	9	?
12-hLO inh	-4%	-3%	6%	-2%	-7%	-15%	-2%	-6%	-20%	-2%	-4%	3%
IMPase inh	9[1.84 µM]	1	0	2	-4	-9	9	?	1	5	-4	5

17: Cc1cc(C)c(C)c(OCC(=O)NCc2nc(-c3ccccc3)no2)c1
18: CC(=O)N/C(=C/c1ccccc1)C(=O)NCCO
19: CCn1c(Cc2ccccc2)nnc1SCC(=O)Nc1ccc(N)cc1
20: CC(/C=N/NC(=O)c1cc(-c2ccccc2)nc2ccccc12)=C\c1ccco1
21: Cc1c(N)c(=O)n(-c2ccccc2)n1C
22: O=C(CCSCCC(=O)NCc1ccco1)NCc1ccco1
23: COc1ccccc1NC(=O)N1CCN(c2ccccc2F)CC1
24: Cc1cccc(-c2nc3c(c(SCC(=O)N4CCOCC4)n2)CCCC3)c1
Assay by compound	17	18	19	20	21	22	23	24
ALOX15B inhib	11%	-21%	-6%	·	0%	-29%	-1%[2.29 µM]	·
PNC inhibitor	?	?	13	?	·	27	?	-29
12-hLO inh	-7%	0%	4%	-1%	-2%	1%	-4%	2%
IMPase inh	5	1	3	·	-5[20.6 µM]	2	-3	-6[0.369 µM]

25: COc1ccc2c(c1)NC1(O)c3ccccc3C(=O)C21O (centres undefined)
26: COc1ccc(Br)cc1-c1noc(-c2ccncc2)n1
27: O=c1cc(-c2ccc(O)c(O)c2)oc2cccc(O)c12
28: Cc1cccc(-c2nnc(NC(=O)c3cccs3)s2)c1
29: Cc1ccccc1SCC(=O)NC1CCOC1=O (centres undefined)
30: Cc1cccc(-n2c(C)cc(/C=N/O)c2C)c1
31: CCCC(C)C(=O)Nc1ccc(C(N)=O)cc1 (centres undefined)
32: COc1ccc(NC(=O)N2CCC3(CC2)CCN(S(C)(=O)=O)CC3)cc1
Assay by compound	25	26	27	28	29	30	31	32
ALOX15B inhib	8%	6%	13µM*	·	-4%	·	-3%	10%
PNC inhibitor	19	?	·	?	-6	7	32	·
12-hLO inh	-2%	5%	?	-1%	-17%	-5%	-1%	-1%
IMPase inh	-12	?	-1	·	9	·	-6	·

33: O=C1CC(=O)C(n2cncn2)C(c2ccc(Cl)cc2Cl)C1 (centres undefined)
34: C=CCNC(=S)Nc1sc2c(c1C(=O)OCC)CCN(C(=O)OCC)C2
35: O=[N+]([O-])c1ccc2nc(SCc3cn4ccccc4n3)[nH]c2c1
36: C[C@H](NC(=O)OC(C)(C)C)c1nnc(SCC(=O)Nc2ccc(Br)cc2)o1
37: CCOC(=O)c1c(NC(=O)CSc2nc3c(c(=O)n(C)c(=O)n3C)n2C(C)C)sc(C)c1C
38: CCC1CCc2c(sc(NC(=O)c3ccco3)c2C(N)=O)C1 (centres undefined)
39: COc1ccc(CCCC(=O)N/N=C/c2cccc(OC)c2O)cc1C
40: Cc1c(NS(=O)(=O)c2ccc(N(C)C3CCCCC3)c([N+](=O)[O-])c2)c(=O)n(-c2ccccc2)n1C
Assay by compound	33	34	35	36	37	38	39	40
ALOX15B inhib	-1%	?	·	9%	0%	·	·	·
PNC inhibitor	6	-27	14	9	?	?	?	-11
12-hLO inh	0%	-20%	-5%	-9%	0%	-6%	-13%	0%
IMPase inh	-11	?	8	-3	0	?	·	·

41: COc1ccc(CCc2nc(-c3ccc(-n4cccc4)cc3)no2)cc1
42: CC(C)NC(=O)CSc1nc2ccccc2c(=O)n1CCCOC(C)C
43: CCN(CC(=O)Nc1ccc2c(c1)OCCO2)C(=O)CC1CCCC1
44: Cc1ccc(S(=O)(=O)NCCC(c2ccc(F)cc2)c2ccco2)cc1 (centres undefined)
45: C=CCc1cccc2cc(C(=O)NC(C)(C)C)c(=O)oc12
46: Cc1ccc(C(=O)CC2(O)C(=O)N(CN3CCOCC3)c3ccccc32)cc1 (centres undefined)
47: CCOc1ccc(C2N(c3ccc(Cl)cc3)C(=O)C3CCCN32)cc1OC (centres undefined)
48: COc1ccc(CCNC(=O)CSc2nnc(CNC(=O)c3ccccc3F)o2)cc1OC
Assay by compound	41	42	43	44	45	46	47	48
ALOX15B inhib	7%	2%	-9%	·	0%	-1%	0%	-8%
PNC inhibitor	33	17	7	?	10	20	2	?
12-hLO inh	7%	-1%	-4%	-9%	5%	-9%	3%	-2%
IMPase inh	-5	4	6	·	-5	-5	0	4

49: O=C(Cc1c(O)c2ccccc2[nH]c1=O)N(Cc1ccccc1)Cc1ccccc1
50: CCCn1c(N2CCN(CC(=O)c3c[nH]c4ccccc34)CC2)nc2c1c(=O)[nH]c(=O)n2C
51: CCOC(=O)C1=C(C)C(c2ccccc2)NC(=S)N1 (centres undefined)
52: Cc1cc(C)c(C)c(Cn2c(CO)nc3ccccc32)c1C
53: CC(C)N(Cc1cc2ccccc2[nH]c1=O)C(=O)C(C)(C)C
54: COC(=O)c1cc(-c2c(C)nn(-c3ccccc3)c2C)n[nH]1
55: O=C(O)CCC(=O)NNc1ccccc1[N+](=O)[O-]
56: CC(=O)Nc1ccc(Nc2nc(C)nc3c2oc2ccccc23)cc1
Assay by compound	49	50	51	52	53	54	55	56
ALOX15B inhib	5%	4%	-22%	·	4%	7%	·	2%
PNC inhibitor	18	7	29	-18	?	1	27	20
12-hLO inh	-3%	-1%	-9%	1%	4%	-7%	-8%	-3%
IMPase inh	2	2	-5	?	4	-11	·	-9

57: COC12NC(=O)N(C)C1(OC)C(=O)N(C)C(=O)N2C (centres undefined)
58: Cc1ccc(NC(=O)c2ccco2)c(NC(=O)c2cccs2)c1
59: COc1ccc(CN2CC(C(=O)NCCC3=CCCCC3)CC2=O)cc1 (centres undefined)
60: COc1ccc(NC(=O)CCNS(=O)(=O)c2ccc3c(c2)CCC(=O)N3)cc1
61: CCN(CC)C(=O)N1c2ccccc2C=Cc2ccccc21
62: Cn1cccc1C(=O)N1CCC2(CCCN(c3cccc(-c4ccccc4)c3)C2)CC1
63: CS(=O)(=O)N1CCC2(CC1)CN(c1ccccc1)C2
64: Cc1c(-c2ccc(F)cc2)nc(N)c(C#N)c1-c1cccs1
Assay by compound	57	58	59	60	61	62	63	64
ALOX15B inhib	·	5%	16%	0%	-4%	13%	-2%	8%
PNC inhibitor	-3	?	-2	88	-105*	·	·	65
12-hLO inh	1%	3%	6%	-1%	0%	-11%	-2%	6%
IMPase inh	·	14	8	5	7	·	·	5

65: Cc1csc(SCC(=O)Nc2nc3ccccc3s2)n1
66: CCCSc1nc2c(c(=O)[nH]c(=O)n2C)n1Cc1ccc(C)cc1
67: NC(=O)c1ccc(C23CC4CC(CC(C4)C2)C3)o1
68: CCOC(=O)c1csc(NC(=O)c2ccc(S(=O)(=O)N(C)C)cc2)n1
69: CCOc1cccc(-c2nn3c(-c4ccco4)nnc3s2)c1
70: COC(=O)c1ccc(C(=O)OCCCc2nc3ccc(N)cc3[nH]2)cc1
71: O=C1CC(N2CCN(Cc3ccc4c(c3)OCO4)CC2)C(=O)N1c1ccccc1 (centres undefined)
72: Cc1cccc(NC(c2ccc(O)cc2)c2ccc3ccc(C)nc3c2O)n1 (centres undefined)
Assay by compound	65	66	67	68	69	70	71	72
ALOX15B inhib	-3%	-7%	·	-1%	-4%	·	16%	35%[activator]
PNC inhibitor	-9	?	-18	34	-8	21	-8	-16
12-hLO inh	-1%	-6%	3%	-3%	-4%	2%	-8%	?
IMPase inh	5	0	·	11	12	16	6	2

# Reprinted at random: four compounds from above
71: O=C1CC(N2CCN(Cc3ccc4c(c3)OCO4)CC2)C(=O)N1c1ccccc1 (centres undefined)
66: CCCSc1nc2c(c(=O)[nH]c(=O)n2C)n1Cc1ccc(C)cc1
67: NC(=O)c1ccc(C23CC4CC(CC(C4)C2)C3)o1
72: Cc1cccc(NC(c2ccc(O)cc2)c2ccc3ccc(C)nc3c2O)n1 (centres undefined)
Assay by compound	71	66	67	72
ALOX15B inhib	16%	-7%	·	35%[activator]
PNC inhibitor	-8	?	-18	-16
12-hLO inh	-8%	-6%	3%	?
IMPase inh	6	0	·	2

# Next part.
73: CS(=O)(=O)N(CC(=O)N1CCOCC1)Cc1ccccc1
74: CN(C)C(=O)c1nc(C#N)c(N(C)C)o1
75: COc1ccccc1N1CCN(c2cc(=O)n(-c3ccc(Br)cc3)c(=O)[nH]2)CC1
76: Cc1nc(N2CCOCC2)c2nc(-c3ccccc3)n(CC(C)(C)CN(C)C)c2n1
Assay by compound	73	74	75	76
ALOX15B inhib	-6%[11.4 µM]	10%	-8%	20%
PNC inhibitor	?	-9	-8	·
12-hLO inh	0%	11%	-2%	1%
IMPase inh	6[1.84 µM]	8	-4	·

# Some of the compounds tested, so the mix of outcomes need not match the whole.
